# From PubChem
# Mtb BioA inh – inhibitors of Mycobacterium tuberculosis BioA enzyme. inhibition, % at 9.99 µM. AID 602481. purified M. tuberculosis BioA enzyme, plate reader. actives 0.096% (n = 360,000); in the data active means inhibition above about 40%; inconclusive means no clear call, values can overlap the other calls
# UGM FP inh – inhibitors of M. tuberculosis UDP-galactopyranose mutase; P9WIQ1; purified UGM, fluorescence polarization probe displacement; inhibition, % at 10 µM; actives 0.06% (n = 320,000); in the data active means inhibition above about 10%, passing the limit was not always enough; inconclusive means no clear call, values can overlap the other calls
# GDH-TPI counter – GDH-TPI coupled enzyme inhibition counter-screen | inhibition, % at 4.8 µM | AID 588335 | GDH-TPI coupled enzyme counterscreen, NADH absorbance | actives 1.2% (n = 360,000); in the data active means inhibition above about 30%;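 further: 0% = DMSO wells and 100% = wells lacking the enzyme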
# Yp Topo-I inh – inhibitors of Yersinia pestis topoisomerase I | Y. pestis Topo-I cleavage product accumulation, plate reader | activity, % at 10 µM | actives 0.064% (n = 360,000) | AID 504884; in the data active means activity above about 50%, passing the limit was not always enough; inconclusive means no clear call, values can overlap the other calls; further: inactives centre near 2
# Vc quorum ag – inducers of Vibrio cholerae quorum light production without autoinducers; actives 0.16% (n = 350,000); V. cholerae BH1578 lux reporter, luminescence, 6 h; activation, % at 18.7 µM; in the data active means activation mostly above about 9.7%, no sharp cut-off; inconclusive means no clear call, values can overlap the other calls; inactive means mostly below about 3.7%; further: not every result past the cut was called active; inactives centre near 0; reference of the scale not given here
# PfHsp40 yeast – restores yeast growth despite PfHsp40 toxicity; growth rescue, % at 12.5 µM; actives 0.68% (n = 340,000); S. cerevisiae expressing PfHsp40, growth rescue, ATP luminescence; in the data active means growth rescue above about 28%, passing the limit was not always enough; inconclusive means no clear call, values can overlap the other calls;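 further: yeast W303a lacking pdr1 and pdr3 grown in galactose medium; growth measured after three days at 30 °C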
# TcdB inh – inhibitors of Clostridioides difficile toxin B glycohydrolase; actives 0.24% (n = 350,000); TcdB glycohydrolase enzymatic assay, plate reader; inhibition, % at 9.99 µM; AID 652162; P18177; in the data active means inhibition above about 10%
# Target sequence (P18177 whole entry, looked up): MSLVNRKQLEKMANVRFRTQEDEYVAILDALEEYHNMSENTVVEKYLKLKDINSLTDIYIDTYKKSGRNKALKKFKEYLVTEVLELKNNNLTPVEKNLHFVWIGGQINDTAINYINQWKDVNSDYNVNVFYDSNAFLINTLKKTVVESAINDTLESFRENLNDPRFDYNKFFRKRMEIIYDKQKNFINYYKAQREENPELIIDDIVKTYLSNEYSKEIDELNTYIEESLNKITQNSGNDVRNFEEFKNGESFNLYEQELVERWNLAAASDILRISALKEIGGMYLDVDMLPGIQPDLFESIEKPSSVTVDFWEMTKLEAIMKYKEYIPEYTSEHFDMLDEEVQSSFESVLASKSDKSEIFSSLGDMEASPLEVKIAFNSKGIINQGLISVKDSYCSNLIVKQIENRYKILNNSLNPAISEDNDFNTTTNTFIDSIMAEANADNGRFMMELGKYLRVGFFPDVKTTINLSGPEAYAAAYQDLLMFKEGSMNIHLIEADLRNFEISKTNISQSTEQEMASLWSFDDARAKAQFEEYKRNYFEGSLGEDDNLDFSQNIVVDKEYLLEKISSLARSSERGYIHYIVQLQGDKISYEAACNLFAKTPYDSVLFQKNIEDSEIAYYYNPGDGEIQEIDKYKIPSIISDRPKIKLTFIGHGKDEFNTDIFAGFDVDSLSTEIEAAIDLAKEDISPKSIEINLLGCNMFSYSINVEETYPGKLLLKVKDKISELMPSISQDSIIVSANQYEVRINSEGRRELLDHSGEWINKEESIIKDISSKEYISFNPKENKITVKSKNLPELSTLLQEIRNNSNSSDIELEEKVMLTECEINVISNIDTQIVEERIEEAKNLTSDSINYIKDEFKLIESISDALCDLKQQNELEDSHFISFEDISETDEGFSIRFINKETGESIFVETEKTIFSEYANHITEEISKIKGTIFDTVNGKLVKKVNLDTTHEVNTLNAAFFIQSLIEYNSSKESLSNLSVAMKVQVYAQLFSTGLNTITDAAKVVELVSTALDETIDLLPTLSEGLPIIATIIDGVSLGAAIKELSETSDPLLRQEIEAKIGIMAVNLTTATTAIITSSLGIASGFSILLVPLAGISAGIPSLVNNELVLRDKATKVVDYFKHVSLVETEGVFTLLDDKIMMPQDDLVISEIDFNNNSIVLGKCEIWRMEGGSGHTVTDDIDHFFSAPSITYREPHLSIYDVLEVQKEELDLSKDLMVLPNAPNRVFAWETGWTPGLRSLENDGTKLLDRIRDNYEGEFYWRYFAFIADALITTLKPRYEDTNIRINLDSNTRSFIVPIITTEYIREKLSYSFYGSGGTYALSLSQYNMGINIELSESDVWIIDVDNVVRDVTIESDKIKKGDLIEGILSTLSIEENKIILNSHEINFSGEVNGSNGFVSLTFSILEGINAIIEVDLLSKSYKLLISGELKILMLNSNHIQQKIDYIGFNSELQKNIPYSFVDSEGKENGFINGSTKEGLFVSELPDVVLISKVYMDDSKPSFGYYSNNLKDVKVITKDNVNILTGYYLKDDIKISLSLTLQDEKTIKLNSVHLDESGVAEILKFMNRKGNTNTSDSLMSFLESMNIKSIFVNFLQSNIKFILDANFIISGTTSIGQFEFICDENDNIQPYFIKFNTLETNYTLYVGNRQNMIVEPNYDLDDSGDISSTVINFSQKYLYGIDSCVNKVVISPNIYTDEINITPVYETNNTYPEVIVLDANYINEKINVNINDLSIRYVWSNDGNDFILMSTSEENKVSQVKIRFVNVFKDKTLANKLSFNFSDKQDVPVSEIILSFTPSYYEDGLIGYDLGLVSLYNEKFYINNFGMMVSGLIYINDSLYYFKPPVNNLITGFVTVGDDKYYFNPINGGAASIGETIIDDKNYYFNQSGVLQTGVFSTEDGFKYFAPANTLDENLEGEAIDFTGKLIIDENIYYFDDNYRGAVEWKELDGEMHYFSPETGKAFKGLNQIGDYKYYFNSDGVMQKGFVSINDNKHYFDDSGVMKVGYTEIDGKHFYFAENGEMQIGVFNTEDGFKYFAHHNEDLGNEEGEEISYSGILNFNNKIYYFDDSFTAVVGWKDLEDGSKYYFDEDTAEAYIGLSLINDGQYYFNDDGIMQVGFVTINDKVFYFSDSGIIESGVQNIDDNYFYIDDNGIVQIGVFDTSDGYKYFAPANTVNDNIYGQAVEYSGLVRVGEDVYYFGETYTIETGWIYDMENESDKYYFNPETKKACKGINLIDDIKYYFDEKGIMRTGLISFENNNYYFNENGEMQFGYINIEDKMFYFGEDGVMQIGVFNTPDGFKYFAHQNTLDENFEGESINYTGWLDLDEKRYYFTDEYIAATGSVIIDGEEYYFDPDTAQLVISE
# Mtb FBA inh – Mtb fructose-bisphosphate aldolase inhibition; actives 2.3% (n = 360,000); P9WQA3; AID 588726; inhibition, % at 1 µM; purified M. tuberculosis FBA, fluorescence read-out; in the data active means inhibition above about 27%;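 further: 0% = vehicle and 100% = reference inhibitor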
# FadD28 binding – inhibitors of Mycobacterium tuberculosis FadD28 bisubstrate binding; FadD28 bisubstrate probe binding, fluorescence polarization; inhibition, % at 12.5 µM; actives 0.22% (n = 360,000); in the data active means inhibition above about 8.5%, passing the limit was not always enough; inconclusive means no clear call, values can overlap the other calls
# Numbers without * were called inactive; i = inactive; ? = inconclusive; . = no result given; + = active, no number. No enrichment for hits; about 4.6% have a hit in one of these screens.
SMILES,UGM FP inh,TcdB inh,Vc quorum ag,Mtb FBA inh,GDH-TPI counter,PfHsp40 yeast,Mtb BioA inh,Yp Topo-I inh,FadD28 binding
CC(=O)Nc1ccc(S(=O)(=O)N2CCn3cccc3C2C)cc1 (stereo not drawn),-0.4,0.7,-0.2,1,-6,-2.1,0.7,-10,-1.6
O=C1NC2(CCCCCC2)C(=O)N1Cc1ccccc1Cl,-0.5,2.3,-7.7,8,3,0.0,-0.5,9,-1.1
CS(=O)(=O)c1ccc(NCC2CCCO2)c([N+](=O)[O-])c1 (stereo not drawn),-1.2,1.4,i,-11,-8,-1.4,0.7,-9,-2.4
Nc1ccc(-c2nc3ccc(N)cc3o2)cc1,-1.5,11*,0.4,+,46*,-0.4,-0.3,5,0.1
S=c1[nH]c(-c2ccc(Cl)cc2)cs1,3.0,2.3,-0.2,-1,-1,4.9,.,5,1.4
CC(C)COC(=O)C1C2C=CC3(CN(C4CCCC4)C(=O)C13)O2 (stereo not drawn),0.9,-0.9,-0.2,5,4,-0.7,-1.2,5,0.1
Cc1[nH]n(-c2cccc3ccccc23)c(=O)c1/C=N/NC(=O)c1cccc([N+](=O)[O-])c1,4.9,.,-0.4,-6,28,83*,-0.6,-5,-2.7
CCN1CCCC1CNC(=O)c1cc2c(OC)c(OC)c(OC)cc2[nH]1 (stereo not drawn),0.1,0.3,-15,15,0,0.3,-2.2,3,0.1
CC(C)CN1CCN(Cc2cnc(N3CCOCC3)s2)CC1CCO (stereo not drawn),0.1,0.5,-0.2,0,-12,-1.7,-0.6,3,-3.6
COc1ccc(CCN(Cc2ccccn2)C(=S)Nc2ccccc2C)cc1OC,0.9,0.6,-0.2,-2,0,0.8,.,-1,-3.8
COc1cccc2cc(C(=O)n3ccc(C)n3)c(=O)oc12,-0.8,.,-0.4,0,2,-0.9,1.0,1,-2.4
CCCCN(C(=O)c1ccc(S(=O)(=O)N(C)c2ccccc2)cc1)c1c(N)n(CCC)c(=O)[nH]c1=O,.,-0.3,-0.5,6,7,0.2,-5.9,-9,-0.2
O=C(Nc1ccc(-c2nnc(-c3ccccc3)o2)cc1)C(F)(F)F,-1.0,.,i,1,7,-1.5,-1.1,0,1.3
C=C(C)COc1ccc(-c2nc(N)nc(C)c2-c2ccc(OC)cc2)c(O)c1,2.7,.,0.0,2,16,-0.1,.,1,-1.7
CCOc1ccc2c(c1)c1nc3ccccc3nc1n2C,2.8,1.3,-5.6,4,14,0.0,-2.7,-1,0.2
Cc1ccc(NC(=O)COC(=O)CCc2c[nH]c3ccccc23)cc1,.,1.1,i,-3,8,.,0.1,-5,-1.7
COc1ccc(C(CNC(=O)c2ccc(N3CCCC3=O)cc2)N2CCCC2)cc1 (stereo not drawn),-4.1,-0.6,-0.5,-1,2,-1.5,0.3,5,-0.2
CC(=O)N[C@@H](Cc1c[nH]c2ccccc12)C(=O)NCCc1ccc(S(N)(=O)=O)cc1,2.5,-0.8,i,1,0,2.1,0.8,3,0.3
CCOc1ccccc1NC(=O)c1cccc2c1C(=O)N(CCOC)C2,-1.2,-0.2,-0.8,1,-2,-1.3,-0.6,8,-2.1
CCOC(=O)C1CCN(C(=O)CCNS(=O)(=O)c2cc(Br)cnc2N)CC1,-2.1,0.5,-2.1,0,11,0.4,0.7,2,-0.4
CCCc1cc(=O)oc2cc(OCC(=O)N3CCOCC3)c(Cl)cc12,0.2,1.0,2.1,5,1,-0.9,0.8,-8,-1.0
Cc1ccc(S(=O)(=O)Cc2ccc(C(=O)OCc3ccccc3)cc2)cc1,-0.5,.,i,4,2,0.9,-0.4,37,-4.7
O=C(NC1=NCCS1)c1ccc2c(c1)C(=O)N(Cc1ccco1)C2=O,-0.2,5.8,-2.9,0,1,-0.1,-0.8,-11,.
COC(=O)c1ccc(N/N=C/c2cc([N+](=O)[O-])cc(OC)c2O)cc1,0.5,1.7,0.4,0,4,-0.4,1.2,-4,-0.8
Cc1ccc(C(=O)N/C(=C\c2cn(-c3ccccc3)nc2-c2ccccc2)C(=O)N2CCOCC2)cc1,-1.7,.,1.7,2,5,-0.6,.,11,-1.4

# Nothing new here: an excerpt of the list.
SMILES,UGM FP inh,TcdB inh,Vc quorum ag,Mtb FBA inh,GDH-TPI counter,PfHsp40 yeast,Mtb BioA inh,Yp Topo-I inh,FadD28 binding
Cc1[nH]n(-c2cccc3ccccc23)c(=O)c1/C=N/NC(=O)c1cccc([N+](=O)[O-])c1,4.9,.,-0.4,-6,28,83*,-0.6,-5,-2.7
CCN1CCCC1CNC(=O)c1cc2c(OC)c(OC)c(OC)cc2[nH]1 (stereo not drawn),0.1,0.3,-15,15,0,0.3,-2.2,3,0.1
CC(C)CN1CCN(Cc2cnc(N3CCOCC3)s2)CC1CCO (stereo not drawn),0.1,0.5,-0.2,0,-12,-1.7,-0.6,3,-3.6

# The list goes on:
SMILES,UGM FP inh,TcdB inh,Vc quorum ag,Mtb FBA inh,GDH-TPI counter,PfHsp40 yeast,Mtb BioA inh,Yp Topo-I inh,FadD28 binding
O=C(c1ccccc1Cl)N1CCN(C(=O)C2CCCO2)CC1 (stereo not drawn),.,0.3,-0.7,-1,0,-0.3,-0.5,8,-5.8
CC(C)CC(OC(=O)c1cccs1)C(=O)NCC1CCCO1 (stereo not drawn),-0.1,.,0.4,2,0,-1.9,-4.0,6,-3.0
CN(C)c1cccc(C(=O)NN2C(=O)NC3(CCCCC3)C2=O)c1,3.5,-0.8,i,-1,15,0.4,-2.2,4,0.2
CCN(CC)CCCNC(=O)Cn1nc([N+](=O)[O-])c(Cl)c1C,-1.4,0.9,0.0,-2,2,0.2,-0.5,-3,1.1
CCN(CC)CCn1c(=N)n(CCO)c2ccccc21,0.1,.,i,-1,3,0.4,-1.3,-4,-0.8
CC(=O)NN1C(=O)/C(=C\c2ccc(Br)o2)SC1=S,-0.8,-0.8,0.1,-10,3,-1.0,.,-15,?
CCOC(=O)c1c(C)[nH]c(C(C)=NNC(=O)c2cccs2)c1C,-1.4,-0.4,-1.2,-2,18,0.5,-0.8,12,-1.1
Cc1nc2cc(C(F)(F)F)ccc2n1C1CCN(Cc2nnnn2Cc2cccs2)CC1,4.8,.,i,-3,0,-2.1,-2.4,-5,-1.7
C=CCOCC(O)Cn1c(N2CCCC2)nc2c1c(=O)[nH]c(=O)n2C (stereo not drawn),-2.2,0.8,i,0,1,-1.6,-1.0,-5,-0.2
O=C(NCc1ccc(Cl)cc1)C1CC(O)CN1S(=O)(=O)c1ccc(Cl)cc1 (stereo not drawn),0.6,-1.3,-0.3,1,2,-0.5,.,-2,-1.5
O=C(COC(=O)c1cnc(Cl)c(Cl)c1)Nc1ccc(S(=O)(=O)N2CCCC2)cc1,1.6,1.8,-0.4,-2,-7,1.4,.,17,2.9
CC1(C(=O)Nc2ccc3c(c2)OCO3)CC1(Cl)Cl (stereo not drawn),-3.3,-1.1,i,3,6,-3.0,-2.3,5,0.4
c1ccc(CNc2ncnc3sccc23)cc1,0.2,1.1,i,3,0,-0.7,-0.3,-2,-1.7
O=C(Nc1ccccc1F)NC1CC1,-2.9,1.5,-0.5,1,1,-0.5,-1.1,-3,-3.0
CCc1nc(NCC2CCCO2)c2oc3ccccc3c2n1 (stereo not drawn),-1.5,.,-1.0,3,-2,-0.1,2.0,-1,-0.7
CSc1ccc(S(=O)(=O)NCC(=O)OCC(=O)N2CCC(C)CC2)cc1[N+](=O)[O-],-2.4,2.1,0.4,-2,6,0.7,-0.4,-2,-1.5
O=c1c2nncn2c2cccnc2n1CCNc1ncc(C(F)(F)F)cc1Cl,-2.7,1.1,-0.4,-1,-4,-0.7,-1.3,1,-3.1
CCOC(=O)CC(=O)CSc1ncnc2c1cnn2-c1ccccc1,-0.5,.,i,4,0,1.5,-1.5,5,-2.2
O=C(NCc1ccccc1)C(c1cccnc1)N(C(=O)c1ccccn1)c1ccc(F)cc1 (stereo not drawn),-3.3,0.8,i,0,1,-1.0,0.3,-5,0.0
O=C(NCc1ccccc1)NC1(C(=O)Nc2ccc3c(c2)OCCO3)CCCCC1,-1.5,.,i,1,10,2.3,-1.3,8,-1.0
CCOc1ccc(-c2nnc(-c3ccccc3)n2-c2ccccc2)cc1,-0.3,.,-0.3,5,3,1.9,-1.1,16,-2.3
CCCOc1ccc(C(=O)NNC(=S)NC(=O)c2cccs2)cc1,-1.3,2.0,-0.2,-1,27,-1.3,-1.5,9,-1.1
Cc1ccc(S(=O)(=O)N2CCN(S(=O)(=O)c3ccc4c(c3)OCCO4)CC2)cc1,-1.6,.,i,4,14,-0.4,-0.9,6,-0.8
CC1CCN(C(=O)c2cccc(NC(=O)c3cccs3)c2)CC1,0.4,-0.1,-0.2,0,-3,1.5,8.0,17,0.7
CCOC(=O)C1=C(C)N(C)C(=O)NC1c1c(O)ccc2ccccc12 (stereo not drawn),-3.3,1.9,-1.2,-1,8,.,0.4,-1,1.3
NC(N)=NC(N)=Nc1ccc(SC(F)(F)F)cc1,-0.3,0.6,-0.4,0,-5,-0.2,.,-14,-5.6
C=Cc1ccc(Cn2nc(-c3ccccc3)ccc2=O)cc1,-1.8,-1.2,i,0,-2,2.1,.,?,-0.3
Cc1ccc(NC(=O)C2CCCN(C(=O)c3ccc(Cl)cc3)C2)cc1S(=O)(=O)N1CCOCC1 (stereo not drawn),0.6,-9.2,-0.2,1,0,0.7,.,-11,-4.3
O=C(CN(C(=O)CSc1nnc(COc2ccccc2)o1)c1ccc(F)cc1)NC1CCCCC1,-0.9,.,-1.2,4,7,-1.3,0.5,7,-1.0
CCN1CCN(c2nnc(-c3ccc(F)cc3)c3ccccc23)CC1,-1.7,1.2,-0.1,3,6,-1.7,.,1,-1.9
Nc1ccc2c3c(cccc13)-c1ccccc1-2,.,0.6,i,-4,0,0.4,-0.8,-26,-3.8
CCc1cc(Br)ccc1NC(=O)C1CCCO1 (stereo not drawn),-3.1,.,-0.5,1,5,0.8,0.9,2,-1.7
CC(C)CN(C(=O)c1cccc([N+](=O)[O-])c1)c1c(N)n(CC(C)C)c(=O)[nH]c1=O,0.3,-0.2,-2.2,0,9,-0.4,-1.5,3,-3.7
OC(c1cccc(CN2CCCCC2)c1)c1ncc(-c2ccccc2Cl)[nH]1 (stereo not drawn),.,0.3,-0.3,2,3,.,2.6,-6,-3.5
CCC(C)NCCOc1cc(C)cc(C)c1C (stereo not drawn),1.9,0.5,i,6,-1,2.1,.,-10,-2.3
Clc1ccc(OCc2nn[nH]n2)cc1,1.4,0.2,0.0,-3,6,-1.2,-2.3,3,-3.2
Cc1cc(Cl)c2oc(C(=O)N(C)C3CCOC3)c(C)c2c1 (stereo not drawn),1.2,3.8,-0.3,-2,3,-1.6,1.4,26,-2.4
CC1CCC(N2CCN(c3ccc([N+](=O)[O-])cc3)CC2)CC1 (stereo not drawn),0.5,-0.7,-0.3,-1,8,-0.7,1.1,10,-1.6
c1ccc(COc2cccc(-c3cc4nc(NCCN5CCOCC5)ccn4n3)c2)cc1,.,1.8,-2.5,10,26,.,-4.0,-11,-1.0
CO/N=C/C(C#N)=C/c1ccc(OC)cc1,-0.7,-1.1,i,-3,27,11,.,5,-3.3
Cc1cc(NS(=O)(=O)c2c(C(=O)N3CCOCC3)c(C)n(C)c2C)ccc1Br,-3.3,0.1,i,-4,-3,1.5,7.4,6,-4.2

# Full records as entered above. Values in the order: UGM FP inh, TcdB inh, Vc quorum ag, Mtb FBA inh, GDH-TPI counter, PfHsp40 yeast, Mtb BioA inh, Yp Topo-I inh, FadD28 binding
# Entry for O=C(CN(C(=O)CSc1nnc(COc2ccccc2)o1)c1ccc(F)cc1)NC1CCCCC1 = -0.9, ., -1.2, 4, 7, -1.3, 0.5, 7, -1.0
# Entry for OC(c1cccc(CN2CCCCC2)c1)c1ncc(-c2ccccc2Cl)[nH]1 (stereo not drawn) = ., 0.3, -0.3, 2, 3, ., 2.6, -6, -3.5
